Screening data (PubChem BioAssay)
LAP4 TOR yeast – alters LAP4-GFP fluorescence in TOR pathway yeast screen. GFP response vs DMSO, % at 10 µM. S. cerevisiae LAP4-GFP multiplex, flow cytometry GFP, 3 h; median GFP as percent of DMSO wells. AID 2023. 0.34% of 320,000 active;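 active means GFP response vs DMSO above a set limit, about the screen mean plus 3 SD, cut at about 150% in these data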
EBNA-1 inh – blocks EBNA-1 binding to DNA. inhibition, % at 14.8 µM. EBNA-1 DNA binding, fluorescence polarization. 0.34% of 300,000 active; in the data active means inhibition above about 28%
procasp7 counter – counter-screen: procaspase-7 (human) activation | P55210 | recombinant procaspase-7, Ac-DEVD-pNA absorbance 405 nm; D23A/D198A/D206A triple mutant, cannot self-cleave; scale: DMSO 0, 5 µM enzyme 100 | activation, % at 8.5 µM | 0.093% of 330,000 active;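 active means percent activation above the screen-wide mean plus 3 SD, cut at about 25% in these data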
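Assay system: Uncleavable procaspase-7 mutant enzyme | Input: 2 µM procaspase-7 mutant as dispensed | Timing: 1 h compound preincubation, 2 h substrate cleavage, 25 °C | Repeats: One well per compound | Control set: DMSO wells as 0%, DMSO with 5 µM added PC-7 as 100% | Technique: Epi-absorbance of released pNA at 405 nm, two timepoints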
ZTA DNA inh – ZTA (EBV) inhibition in EBNA-1 counter-screen. ZTA-DNA binding, fluorescence polarization. inhibition, % at 11 µM. P03206. 0.15% of 320,000 active. AID 2234; in the data active means inhibition above about 33%
procasp3 activ – procaspase-3 (human) activation. 0.11% of 330,000 active. activation, % at 8.5 µM. recombinant procaspase-3 D3A, Ac-DEVD-pNA absorbance 405 nm. AID 463141;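 active means activation above the mean of all tested compounds plus 3 SD, cut at about 21% in these data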;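 further: 0% = DMSO alone and 100% = DMSO wells spiked with extra 5 µM PC-3 D3A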
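Test system: Procaspase-3 D3A mutant, all three cleavage aspartates alanine | Dosing: Single dose, 8.5 µM nominal compound, 0.8% DMSO | Schedule: 1 h preincubation, 2 h reaction | Technique: 405 nm absorbance of p-nitroaniline, reads at 0 and 120 min | Repeats: One well per compound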
MEP2-GFP yeast – modulators of TOR pathway MEP2-GFP in S. cerevisiae; 0.51% of 330,000 active; GFP response vs DMSO, % at 10 µM; S. cerevisiae MEP2-GFP strain, flow cytometry GFP, 3 h; 100% = DMSO control level;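 active means GFP response versus DMSO above a set limit, roughly screen mean plus 3 SD, cut at about 180% in these data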;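 further: median GFP fluorescence of the barcode-gated MEP2-GFP cells per well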
RPL19A TOR yeast – modulators of TOR pathway RPL19A-GFP in S. cerevisiae | S. cerevisiae RPL19A-GFP strain, flow cytometry, 3 h; hits give low values | percent response vs DMSO, % at 10 µM | 0.3% of 330,000 active | AID 2025;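 active means percent response vs DMSO below 50%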;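 further: median channel GFP fluorescence of the barcoded RPL19A-GFP strain; ratio of sample median GFP to plate DMSO average so 100% = DMSO; lower means less RPL19A-GFP as with rapamycin TOR inhibition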
AHR activator – human AHR activation; AHR-responsive luciferase reporter cells, luminescence; activation, % at 5 µM; 2.5% of 320,000 active; P35869; in the data active means activation above about 47%;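 further: 0% = vehicle wells and 100% = reference agonist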
The depositor's hits bear a star; · = no result given.

Key to letters – A = LAP4 TOR yeast; B = EBNA-1 inh; C = procasp7 counter; D = ZTA DNA inh; E = procasp3 activ; F = MEP2-GFP yeast; G = RPL19A TOR yeast; H = AHR activator
1: O=[N+]([O-])c1ccc(N2CCN(C(=S)NCc3ccc(Cl)cc3)CC2)cc1
  A: 106.5	B: -3.3	C: -16.3	D: 1.7	E: -1.6	F: 91.3	G: 101.0	H: -5.3
2: CCOC(=O)C(=CNc1cc(C)nn1C(C)(C)C)C(=O)OCC
  A: 99.9	B: -3.5	C: 3.3	D: 6.8	E: 0.0	F: 101.4	G: 102.3	H: 3.2
3: COc1ccc(/C=N/n2c(=O)[nH]c3c([nH]c4ccc(Br)cc43)c2=O)cc1CN1CCOCC1
  A: ·	B: 3.6	C: -1.7	D: -14.8	E: 12.2	F: 97.5	G: 97.2	H: 56.3*
4: CCCCc1c(C)nc2ccc(C)cc2c1SCCC(=O)O
  A: 108.0	B: -7.2	C: 12.7	D: -8.9	E: 2.2	F: 98.9	G: 96.9	H: 0.4
5: COc1ccc(Nc2ncccc2C(=O)NCc2ccccc2)cc1
  A: 118.0	B: 1.0	C: 4.6	D: 1.3	E: 1.7	F: 101.0	G: 99.1	H: 4.3
6: COC(=O)C1SCC2C(=O)N(Cc3ccccc3)CC(=O)N21 (stereo unspecified)
  A: 92.6	B: 4.7	C: 0.7	D: -1.1	E: 11.3	F: 99.3	G: 90.9	H: -0.5
7: O=C(c1cc2cc(Br)cc(Br)c2oc1=O)N1CCCC1
  A: 111.5	B: 6.1	C: -5.7	D: 17.4	E: 1.3	F: 108.5	G: 99.0	H: 0.1
8: Cc1c(Cl)cccc1NC(=O)c1cccc(OC(F)F)c1
  A: 95.4	B: 0.5	C: -4.9	D: -7.0	E: 6.1	F: 100.8	G: 96.2	H: 20.4
9: COc1ccccc1CC(=O)Nc1ccc(-c2noc(COc3ccc(Br)cc3)n2)cc1
  A: 82.7	B: 27.0	C: 8.9	D: 30.0	E: 8.6	F: 102.4	G: 99.0	H: -1.1
10: COc1ccc(C)cc1NC(=O)c1ccc(NC(=O)CC2SC(N3CCCC3)=NC2=O)cc1 (stereo unspecified)
  A: 99.7	B: -14.3	C: 1.2	D: -5.3	E: 0.6	F: 100.2	G: 97.7	H: -7.1
11: Cc1nnc(SCC(=O)Nc2cc(C(F)(F)F)ccc2Cl)n1C
  A: 90.3	B: 0.1	C: 3.9	D: 11.4	E: 6.7	F: 104.5	G: 98.8	H: 2.2
12: Cc1nnc(SCC(=O)Nc2cc(S(=O)(=O)N3CCCC3)ccc2Cl)s1
  A: 122.3	B: 2.0	C: -1.9	D: 0.2	E: -3.5	F: 110.9	G: 117.9	H: -0.8
13: CCN(CC)S(=O)(=O)c1ccc(F)c(C(=O)NCCCN2CCOCC2)c1
  A: 103.8	B: 9.1	C: -0.5	D: -13.0	E: -9.1	F: 91.7	G: 106.5	H: -1.1
14: NC(=O)c1ccc(NC(=O)COC(=O)c2cccc(Oc3ccccc3)c2)cc1
  A: 112.1	B: -2.9	C: -1.1	D: -11.8	E: 3.2	F: 102.8	G: 108.0	H: -1.9
15: CCCCNC(=O)c1ccc(Cn2c(=S)[nH]c3c([nH]c4ccc(OC)cc43)c2=O)cc1
  A: 90.5	B: -0.6	C: -0.3	D: 19.4	E: 4.5	F: 103.2	G: 99.2	H: 17.2
16: CC1CCCCN1S(=O)(=O)c1ccc(-n2cnnn2)cc1 (stereo unspecified)
  A: 93.5	B: -12.3	C: -9.9	D: 1.2	E: 1.7	F: 98.0	G: 99.3	H: -1.8
17: COc1ccc(NC2CCCN(C(=O)COc3ccc(Cl)cc3C)C2)cc1OC (stereo unspecified)
  A: 76.5	B: 4.2	C: -34.5	D: 3.0	E: -14.4	F: 86.9	G: 97.8	H: 8.3
18: COc1ccc(/C=N/NC(=O)CCn2cnc3ccccc32)cc1
  A: 110.1	B: 3.9	C: 7.2	D: -6.8	E: 9.7	F: 107.0	G: 100.7	H: 6.7
19: CCOC(=O)c1sc(NC(=O)C(CC)OC(=O)c2ccco2)nc1C (stereo unspecified)
  A: 97.2	B: 1.1	C: 3.5	D: 9.6	E: -1.5	F: 106.8	G: 103.2	H: 0.1
20: c1ccc(-c2nc(-c3ccco3)cs2)nc1
  A: 114.1	B: -0.1	C: -16.3	D: -12.3	E: -9.3	F: 111.8	G: 102.9	H: 1.0
21: CC(C)CN(/C=N/c1sc2c(c1C#N)CCCCC2)CC(C)C
  A: 93.8	B: -4.9	C: -1.9	D: 5.6	E: -0.2	F: 92.7	G: 93.8	H: 9.8
22: COc1ccccc1N1CCN(Cc2nc(N)nc(Nc3ccccc3)n2)CC1
  A: 91.2	B: -1.3	C: 3.5	D: 4.0	E: 9.5	F: 114.5	G: 96.1	H: -0.3
23: CC(=O)NCCOc1c(C)cc(S(N)(=O)=O)cc1C
  A: 92.3	B: -9.6	C: 0.4	D: 2.5	E: -1.6	F: 95.8	G: 92.1	H: 0.2
24: CCN(CC)C(=O)COC(=O)C1=NN(c2cc(C)ccc2C)C(=O)CC1
  A: 80.9	B: 3.0	C: 5.2	D: -0.5	E: -0.9	F: 95.6	G: 98.5	H: -0.4
25: O=[N+]([O-])c1ccc(/C=N/n2c(C3CCCCC3)n[nH]c2=S)cc1
  A: 97.1	B: 5.6	C: 0.1	D: 3.8	E: -5.6	F: 104.2	G: 101.9	H: -3.9
26: Cc1ccc(S(=O)(=O)N(Cc2ccc(Cl)cc2)c2ccccc2C(=O)NCc2ccco2)cc1
  A: 83.3	B: 6.2	C: 10.8	D: 18.1	E: 2.9	F: 96.2	G: 106.3	H: 3.0
27: O=C(c1ccc(NS(=O)(=O)c2ccc(Cl)cc2)cc1)N1CCOCC1
  A: 94.3	B: -9.1	C: 10.2	D: 14.4	E: 1.1	F: 107.9	G: 104.6	H: 1.2
28: CCOc1cc2[nH]c(=S)n(Cc3ccc(C(=O)NCCCN4CCOCC4)cc3)c(=O)c2cc1OCC
  A: 99.0	B: -9.9	C: 6.7	D: -8.8	E: 9.0	F: 96.7	G: 95.5	H: 5.5

From entry 27 to 28, as listed above:
Key to letters – A = LAP4 TOR yeast; B = EBNA-1 inh; C = procasp7 counter; D = ZTA DNA inh; E = procasp3 activ; F = MEP2-GFP yeast; G = RPL19A TOR yeast; H = AHR activator
27: O=C(c1ccc(NS(=O)(=O)c2ccc(Cl)cc2)cc1)N1CCOCC1
  A: 94.3	B: -9.1	C: 10.2	D: 14.4	E: 1.1	F: 107.9	G: 104.6	H: 1.2
28: CCOc1cc2[nH]c(=S)n(Cc3ccc(C(=O)NCCCN4CCOCC4)cc3)c(=O)c2cc1OCC
  A: 99.0	B: -9.9	C: 6.7	D: -8.8	E: 9.0	F: 96.7	G: 95.5	H: 5.5

Grouped by structure, the compounds so far with an aryl methoxy group.
Key to letters – A = LAP4 TOR yeast; B = EBNA-1 inh; C = procasp7 counter; D = ZTA DNA inh; E = procasp3 activ; F = MEP2-GFP yeast; G = RPL19A TOR yeast; H = AHR activator
3: COc1ccc(/C=N/n2c(=O)[nH]c3c([nH]c4ccc(Br)cc43)c2=O)cc1CN1CCOCC1
  A: ·	B: 3.6	C: -1.7	D: -14.8	E: 12.2	F: 97.5	G: 97.2	H: 56.3*
5: COc1ccc(Nc2ncccc2C(=O)NCc2ccccc2)cc1
  A: 118.0	B: 1.0	C: 4.6	D: 1.3	E: 1.7	F: 101.0	G: 99.1	H: 4.3
9: COc1ccccc1CC(=O)Nc1ccc(-c2noc(COc3ccc(Br)cc3)n2)cc1
  A: 82.7	B: 27.0	C: 8.9	D: 30.0	E: 8.6	F: 102.4	G: 99.0	H: -1.1
10: COc1ccc(C)cc1NC(=O)c1ccc(NC(=O)CC2SC(N3CCCC3)=NC2=O)cc1 (stereo unspecified)
  A: 99.7	B: -14.3	C: 1.2	D: -5.3	E: 0.6	F: 100.2	G: 97.7	H: -7.1
15: CCCCNC(=O)c1ccc(Cn2c(=S)[nH]c3c([nH]c4ccc(OC)cc43)c2=O)cc1
  A: 90.5	B: -0.6	C: -0.3	D: 19.4	E: 4.5	F: 103.2	G: 99.2	H: 17.2
17: COc1ccc(NC2CCCN(C(=O)COc3ccc(Cl)cc3C)C2)cc1OC (stereo unspecified)
  A: 76.5	B: 4.2	C: -34.5	D: 3.0	E: -14.4	F: 86.9	G: 97.8	H: 8.3
18: COc1ccc(/C=N/NC(=O)CCn2cnc3ccccc32)cc1
  A: 110.1	B: 3.9	C: 7.2	D: -6.8	E: 9.7	F: 107.0	G: 100.7	H: 6.7
22: COc1ccccc1N1CCN(Cc2nc(N)nc(Nc3ccccc3)n2)CC1
  A: 91.2	B: -1.3	C: 3.5	D: 4.0	E: 9.5	F: 114.5	G: 96.1	H: -0.3
